mIDH1 inhibitor: qHTS for Inhibitors of mutant isocitrate dehydrogenase 1 (IDH1): qHTS. IDH1-R132H enzyme, NADPH consumption, diaphorase/resazurin fluorescence. Potency, µM (titrated, usually from 76.6 µM), for inactives: top-dose activity change, negative = inhibition, most hits filed as inhibitors. 390,000 tested, 0.093% active. AID 602179, 2012; also: potency is read from the fitted curve at half-maximal effect; % is scaled to controls: 0 for no effect and ±100 for the full control effect; nearly all actives have a fitted effect of over 65% in size
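IDH1-R132H (0.5 ug/mL dispensed) in pH 7.5 Tris buffer was preincubated 30 min with compound, then given a substrate mix of 0.016 mM NADPH and 2 mM alpha-KG for 80 min at room temperature; remaining NADPH was read by diaphorase/resazurin fluorescence.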
LDHA block: qHTS assay for inhibitors of human lactate dehydrogenase; L-lactate dehydrogenase A chain (Homo sapiens), P00338; 480,000 tested, 0.15% active; AID 1347041, 2019; purified LDHA, NADH/diaphorase-resazurin fluorescence; active compounds read low; activity change, % (values are at about 110 or 230 µM); in the data active = activity change below about -30%; inconclusive = mostly about -25% to -30%;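 also: plate controls were DMSO wells for no effect and wells without enzyme for full effect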
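Enzyme activity of human lactate dehydrogenase 5 (2 nM; 0.06 mM NADH, 0.2 mM pyruvate, 5 min, RT) is measured via a resazurin/diaphorase fluorescence readout of residual NADH.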
TrxR1 substrate: qHTS Assay for Substrates of Mammalian Selenoprotein Thioredoxin Reductase 1 (TrxR1): qHTS. 390,000 tested, 0.01% active. Thioredoxin reductase 1, cytoplasmic (Rattus norvegicus), O89049. Potency, µM (doses to about 114 µM), for inactives: at the highest dose activity change, negative = substrate turnover. purified TrxR1 substrate turnover, NADPH consumption readout; also: potency is read from the fitted curve at half-maximal effect; % is scaled to controls: 0 for no effect and ±100 for the full control effect; nearly all actives have a fitted effect of over 50% in size
Target sequence (O89049 whole entry, looked up): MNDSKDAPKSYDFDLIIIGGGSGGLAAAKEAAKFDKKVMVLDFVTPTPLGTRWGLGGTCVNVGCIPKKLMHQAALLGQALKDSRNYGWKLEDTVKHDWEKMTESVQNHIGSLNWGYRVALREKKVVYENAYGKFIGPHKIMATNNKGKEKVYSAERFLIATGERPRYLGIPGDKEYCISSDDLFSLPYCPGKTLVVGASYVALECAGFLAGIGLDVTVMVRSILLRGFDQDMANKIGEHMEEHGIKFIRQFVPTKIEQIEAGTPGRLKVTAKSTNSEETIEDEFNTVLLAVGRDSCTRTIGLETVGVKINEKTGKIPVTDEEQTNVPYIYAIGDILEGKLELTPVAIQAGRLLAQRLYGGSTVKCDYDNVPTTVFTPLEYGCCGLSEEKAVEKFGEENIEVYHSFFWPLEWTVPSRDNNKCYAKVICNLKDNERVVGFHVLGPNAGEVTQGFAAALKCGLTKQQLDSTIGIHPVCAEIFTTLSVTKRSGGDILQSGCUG
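Rat TrxR1, dispensed at 90 nM, was prereduced with 400 uM NADPH (final) for 5 min at ~22 deg C, then incubated with compound 15 min before 400 uM selenite. A first-read NADPH fluorescence drop versus no-compound background flagged substrates.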
USP1-UAF1 inh: Inhibitors of USP1/UAF1: Primary Screen | recombinant USP1/UAF1, Ub-Rhodamine cleavage fluorescence | Potency, µM (doses to about 57.1 µM), for inactives: at the top dose activity change, negative = inhibition, actives largely listed as inhibitors | 390,000 tested, 0.23% active | Ubiquitin carboxyl-terminal hydrolase 1 (Homo sapiens), O94782 | AID 743255, 2014; also: potency is read from the fitted curve at half-maximal effect; % is scaled to controls: 0 for no effect and ±100 for the full control effect; nearly all actives have a fitted effect of over 60% in size; inactives centre near -12
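High-throughput fluorogenic screen: 1nM USP1/UAF1 complex, Ub-Rho substrate 150nM final, 50mM HEPES pH 7.8 with 0.5mM EDTA, 0.1 mg/ml BSA, 1mM TCEP and 0.01% Tween-20.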
Vif-A3F inh: qHTS for Inhibitors of Vif-A3F Interactions: qHTS; Potency, µM (titrated, usually from 46.1 µM), inactives show at the highest dose activity, negative = active; HeLa A3F-eYFP + Vif (tagged APOBEC3F with the HIV-1 protein that degrades it), YFP fluorescence increase; 390,000 tested, 0.2% active; also: potency is read from the fitted curve at half-maximal effect; % of control where 0% means no effect; nearly all actives have a fitted effect of over 65% in size
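HeLa cells stably expressing A3F-eYFP plus Vif, plated and incubated overnight at 37 deg C, then exposed to compounds overnight at 37 deg C. Blocked degradation read as raised yellow fluorescence (Ex 488/Em 500-530).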
GRP78 ERSR act: qHTS for Inducers of the Endoplasmic Reticulum Stress Response (ERSR) in Human Glioma: qHTS; U87-MG GRP78 promoter luciferase reporter, 16 h; Potency, µM, for inactives: at the top dose activation, hits mostly activators; 420,000 tested, 0.02% active; also: potency is read from the fitted curve at half-maximal effect; series mostly up to about 76 µM; % of control where 0% means no effect; nearly all actives have a fitted effect of over 35% in size
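Stably transfected U87-MG glioma cells carrying a GRP78-based luciferase sensor; 16 h compound incubation. Luminescence end-point read 10 min after Bright-Glo addition at room temperature.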
RXFP1 agonist: qHTS Assay for Agonists of the Relaxin Receptor RXFP1. Relaxin receptor 1 (Homo sapiens), Q9HBX9. 370,000 tested, 0.3% active. HEK293T-RXFP1 cAMP TR-FRET, 30 min; response scale: percent of porcine relaxin response, buffer zero. Potency, µM (series often up to 57.5 µM), inactives show top-dose activation, actives largely listed as activators; also: potency is read from the fitted curve at half-maximal effect; % is scaled to controls: 0 for no effect and ±100 for the full control effect; nearly all actives have a fitted effect of over 60% in size; many of its hits are not listed in these tables
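HEK293 cells stably expressing RXFP1, treated 30 min at 37C with compounds plus PDE4 inhibitor Ro 20174; cAMP measured by HTRF TR-FRET. Normalized to buffer and 29 nM porcine relaxin; EC50 by Hill fit.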
PI4K2A inh: qHTS for small molecular inhibitors of PI4K2A; Phosphatidylinositol 4-kinase type 2-alpha (Homo sapiens), Q9BTU6; activity change, negative = inhibition, % at 76.9 µM; 420,000 tested, 0.13% active; purified PI4K2A, ADP-Glo luminescence, 1 h; active compounds read low; in the data active = activity change below about -50%; inconclusive = mostly about -30% to -49%;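 also: -100% = wells without enzyme as full effect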
Target sequence (Q9BTU6 whole entry, looked up): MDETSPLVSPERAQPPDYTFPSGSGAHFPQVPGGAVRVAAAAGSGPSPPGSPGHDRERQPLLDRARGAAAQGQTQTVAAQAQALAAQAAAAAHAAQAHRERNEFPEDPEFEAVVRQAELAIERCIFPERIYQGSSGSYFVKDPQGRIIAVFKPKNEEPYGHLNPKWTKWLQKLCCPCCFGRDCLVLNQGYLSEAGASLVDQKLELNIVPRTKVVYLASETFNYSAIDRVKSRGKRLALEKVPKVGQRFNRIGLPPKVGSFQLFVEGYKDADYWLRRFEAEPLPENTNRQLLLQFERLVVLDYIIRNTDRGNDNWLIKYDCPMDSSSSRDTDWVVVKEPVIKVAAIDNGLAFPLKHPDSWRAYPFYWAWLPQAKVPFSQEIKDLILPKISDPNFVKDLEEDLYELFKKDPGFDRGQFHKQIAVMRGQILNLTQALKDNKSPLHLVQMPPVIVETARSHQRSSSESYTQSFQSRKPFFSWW
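ADP-Glo luminescence measured ADP generated by PI4K2A enzyme (4 ug/mL before mixing) with 1.2 mM PI substrate (pre-mix) and 300 microM ATP (pre-mix). Tris pH7.5 buffer with MgCl2, Triton X-100; 1 h reaction at ambient temperature.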
Vif-APOBEC3G blk: qHTS for Inhibitors of Vif-A3G Interactions: qHTS; HeLa A3G-eYFP + Vif (tagged APOBEC3G with the HIV-1 protein that degrades it), YFP fluorescence, overnight; Potency, µM (titrated, usually from 46.1 µM), without a hit: top-dose activity, negative = active, actives largely listed as inhibitors; 410,000 tested, 0.076% active;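 also: potency is read from the fitted curve at half-maximal effect; % is scaled to controls: 0 for no effect and ±100 for the full control effect; nearly all actives have a fitted effect of over 60% in size; hits raise eYFP signal because A3G escapes Vif-driven loss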
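Read-out is eYFP fluorescence (Ex 488/Em 500-530) from Vif-expressing HeLa A3G-eYFP cells; more signal means A3G escaped Vif-mediated degradation. Cells plated overnight, compound pinned in, incubated overnight at 37 deg C.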
Numbers without * were called inactive; ? = inconclusive; / = not tested or not shown; & = joins results of further samples; [ ] = another dose, or the depositor's remark. Unless noted, calls follow the shape of the dose curve; as a rule, active = well fitted curve in the direction sought with a large enough effect; inconclusive = small, poorly fitted or top-dose-only effect, or another doubt; inactive = no such curve, though single readings can be large; an effect the other way counts as inactive or inconclusive. Some of the compounds tested; the hit share may differ from the screen's.

SMILES | mIDH1 inhibitor | LDHA block | TrxR1 substrate | USP1-UAF1 inh | Vif-A3F inh | GRP78 ERSR act | RXFP1 agonist | PI4K2A inh | Vif-APOBEC3G blk
CCCS(=O)(=O)N1CCCC(C(=O)NCC(OC)OC)C1 (centres undefined) | -8% | -3 | 0% | -10% | -3% | -3% | 2.2% | -1 | 0%
CC(C)c1nnc(NC(=O)C2CCN(C(=O)c3ccco3)CC2)s1 | -5% | 1 | 3% | -13% | -12% | -1% | -1.3% | 1 | -7%
CCOC(=O)C(Cc1ccccc1)C(=O)NCc1cccnc1 (centres undefined) | -1% | -4 | 5%[2.29 µM] | -2% | 0% | -4% | 0.7% | 1 | -1%
CCc1ccc(C(=O)NNC(=O)C2CC(=O)N(c3ccc4c(c3)OCCO4)C2)cc1 (centres undefined) | -6% | -13 | 4% | -1% | -4% | -1% | 0.4% | 2 | -7%
CCN1CCCC1CNc1ncnc2c1[nH]c1ccc(F)cc12 (centres undefined) | -2% | -19 | 16% | 1% | ? | -2% | 3.1% | -3 | 0%
COc1ccc(Cc2c(C3CCCCC3)nc3ccc(Cl)cn23)c(C)c1 | / | -7 | / | / | / | -1% | / | 0 | -2%
CCOc1ccccc1NC(=O)CN1C(=O)C(=O)c2ccccc21 | -9% | 4 | -3% | -10% | -4% | -1% | 5.4% | 18 | -1%
FC(F)(F)c1ccccc1Cc1c(-c2cccc(Br)c2)nc2c3ccccc3ccn12 | / | -8 | / | / | / | 3% | / | -3 | 0%
COc1ccc(NC(=S)N2CCN(c3ccccn3)CC2)cc1OC | -1% | -9 | -6% | -19% | 2% | -4% | -0.3% | 4 | -8%
O=C(NCCO)c1cccc(Nc2nc(-c3ccccc3)c3cc(Cl)ccc3n2)c1 | 4% | 0 | 5% | ? | 2% | -2% | -0.1% | -6 | 1%
CCCSc1ncc(Cl)c(C(=O)Nc2nc3ccc(OCC)cc3s2)n1 | / | 1&-1 | 12% | -20% | / | / | -0.5% | 3 | /
C=CCOc1ccccc1CN1CCC(n2nccc2NC(=O)C2CCOC2)CC1 (centres undefined) | -4% | -7 | 0% | -14% | -6% | -5% | 1.8% | -2 | 0%
COC(=O)c1cn(NC(=O)c2cccnc2)c(=O)c2ccccc12 | -14% | -3 | -6%[57.1 µM] | -15% | -7% | -4% | 0.1% | -7 | 0%
Cc1cccc(C(=O)Nc2cccc(C(=O)OCc3cc(=O)n4ccsc4n3)c2)c1 | -9% | -8 | -1%[57.1 µM] | 1% | -11% | -2% | 17% | 2 | -3%
Cc1cc(=O)[nH]c2ccc(S(=O)(=O)NC3CCCCC3)cc12 | 9% | 1 | 10% | -13% | ? | 0% | -0.8% | -5 | -3%
Nc1c(C(=O)CCC(=O)O)oc2ccc(Cl)cc12 | -13% | -5 | -3%[57.1 µM] | -7% | -7% | -3% | 0.1% | 5 | 0%
Cc1cc(C)n2cnnc2n1 | 0% | -5 | 42%[activator] | -19% | 11% | 1% | 4.5% | -1 | -7%
CN1CCN(C(=O)c2cc3c(c(-c4cccc(Br)c4)n2)[C@H](CCO)N(S(=O)C(C)(C)C)C3)CC1 (some centres undefined) | / | 0 | / | / | / | -4% | / | 0 | 1%
CCCCN(C(=O)c1ccc(S(=O)(=O)N(C)c2ccccc2)cc1)c1c(N)n(CCC)c(=O)[nH]c1=O | 10% | -1 | -1% | -8% | -16% | 0% | / | 1 | -1%
Cc1cccc(C)c1OCC(=O)Nc1ccccc1N1CCCCC1 | 9% | 2 | 2% | -18% | -2% | -3% | 1.0% | 0 | 0%
CCCc1nnc(NC(=O)c2c(O)c3c([nH]c2=O)CCCC3)s1 | 4% | 0 | -3% | -2% | -11% | -2% | 0.3% | 2 | -2%
CCc1ccccc1NC(=O)CSc1nnc([C@H](CCSC)NC(=O)OC(C)(C)C)o1 | 10% | -11 | -6% | -12% | 7% | -1% | 0.1% | -6 | -4%
CCOC(=O)C1CCN(S(=O)(=O)c2ccc(OCC)cc2)CC1 | 2% | 1 | -8% | -15% | -1% | -4% | 0.3% | 0 | 0%
COc1cc(NC(=O)Cn2c(=O)n(Cc3ccccc3Cl)c(=O)c3cc(OC)c(OC)cc32)cc(OC)c1 | 19% | -9 | 23% | -6% | -3% | 0% | 25µM* | -3 | 3%
CCCOc1ccc(-c2c(=O)n(OCC(=O)OCC)c3ccccc3[n+]2[O-])cc1 | -2% | 1 | 4% | -22% | 4% | 2% | 1.6% | -2 | 2%
O=c1[nH]c2ccccc2c(O)c1-c1ccccc1[N+](=O)[O-] | 8% | -10 | 6%[57.1 µM] | -14% | -9% | 0% | 2.3% | -2 | 0%
O=C(c1ccc(S(=O)(=O)N2CCCC2)cc1)N1CCC(CN2C(=O)c3cccc4cccc(c34)C2=O)CC1 | -10% | 1 | -1% | 1% | -7% | -7% | 0.4% | 0 | -3%
C[C@@H]1CN([C@@H](C)CO)C(=O)c2cc(Br)cnc2O[C@H]1CN(C)C(=O)c1ccncc1 | 0% | -1 | / | 10% | -2% | 0% | / | -3 | -3%
COC(=O)c1cccc(Nc2nc(-c3ccncc3)nc3ccccc23)c1 | 4% | -5 | 6% | -22% | ? | 1% | 6.2% | -5 | -6%
O=C(COC(=O)c1ccc[nH]c1=O)NC1CCCC1 | 3% | -4 | -11% | 4% | 5% | -2% | -0.2% | -1 | 1%
CCCCCCCCNC(=O)CC(NS(=O)(=O)c1ccc(NC(C)=O)cc1)C(C)C (centres undefined) | 8% | -1 | -4% | -18% | 10% | -4% | -1.6% | -1 | 2%
COc1ccc2c(Cl)c(C(=O)NC3CCS(=O)(=O)C3)sc2c1 (centres undefined) | 2% | 3 | -10% | -6% | -1% | 1% | -0.2% | 1 | -1%
COc1ccc(CCN2CC34C=CC(O3)C(C(=O)NCc3ccccc3)C4C2=O)cc1OC (centres undefined) | 5% | -7 | 3%[57.1 µM] | -4% | -4% | -7% | -1.9% | -2 | 1%
COc1ccc(N2C(=O)/C(=C\c3ccco3)N=C2SCC(=O)N(C(C)C)C(C)C)cc1Cl | 0% | -1 | -14% | -11% | 6% | 0% | 0.2% | -1 | 0%
COc1ccc(CCNC(=O)c2cc(C)nc3c2c(C)nn3-c2ccc(C)cc2)cc1OC | -3% | -3 | 6% | ? | 0% | 10% | -0.6% | 0 | -5%
CNC(=O)c1cc2c(s1)-c1ccccc1CC2 | 5% | -1 | 36%[activator][11.4 µM] | -20% | 1% | 9% | 6.7% | 2 | -10%
COc1ccc(CNc2cccc3[nH]c(C(F)(F)F)nc23)cc1 | 12% | 32 | 23% | -22% | 25% | -5% | -0.6% | -11 | -12%
COC(=O)c1cccc(C(=O)N2CCCC(C(=O)c3cccc(OC(C)C)c3)C2)c1 (centres undefined) | -9% | -2 | -13% | -20% | 6% | 0% | -0.4% | 1 | 2%
C#CCOCCOCCOCCNc1nc(N2CCN(C(=O)[C@H](CCCCN)n3cc(CN)nn3)CC2)nc(N2CCN(C(=O)[C@H](CCC(=O)O)n3cc(CN)nn3)CC2)n1 | -6% | -2 | -2% | -29% | 8% | -2% | / | -5 | 2%
Cc1ncc(CN2CCCC(CCC(=O)NCc3ccccc3F)C2)s1 (centres undefined) | 2% | -1 | 1%[57.1 µM] | -16% | 10% | -2% | 3.7% | -3 | -7%
C#CCSc1nc2ccccc2n1C(=O)c1ccc(S(=O)(=O)N2CCCCC2)cc1 | -1% | -5 | -5% | 0% | 4% | 0% | 1.1% | -4 | 0%
Cc1ccc2c(c1)N(C(=O)CCC(=O)NC1CCN(Cc3ccccc3)CC1)CC(C)O2 (centres undefined) | -10% | -1 | -6%[57.1 µM] | -5% | -2% | 0% | 3.6% | -3 | -3%
COc1ccc2c(C(=O)c3ccc(C)cc3)n(Cc3ccc(C(N)=O)cc3)[n+]([O-])c2c1 | ? | -1 | 3% | -11% | -2% | 1% | -1.0% | -5 | 2%
Cc1ccc(CNC(=O)c2cc(-c3ccccc3)nn2Cc2cc(C)no2)cc1 | 5% | 3 | -9%[57.1 µM] | -31% | 2% | -4% | 1.3% | -3 | -1%
Cc1nc2ccccc2c(=O)n1/N=C/c1ccccc1OC(F)F | 5% | -7 | 9%[57.1 µM] | -13% | -24% | -4% | 1.2% | 4 | 0%
CC(C)Cn1cnc2c(SCCc3ccccc3)nc(N)nc21 | -1% | -4 | 6% | ? | -4% | 4% | / | -8 | 5%

Assay outcomes (PubChem BioAssay)
